# Source: PubChem
# S1P4 agonist = S1P4 receptor agonists, primary screen, cell-based; hit rate 0.35% among 220,000; S1P4-expressing cell line, agonist reporter assay; activation, % at 4.98 µM; Sphingosine 1-phosphate receptor 4 (Homo sapiens), O95977; in the data active = activation above about 11%;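 note: 0% = DMSO vehicle and 100% = reference agonist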
# Target sequence (O95977 whole entry, looked up): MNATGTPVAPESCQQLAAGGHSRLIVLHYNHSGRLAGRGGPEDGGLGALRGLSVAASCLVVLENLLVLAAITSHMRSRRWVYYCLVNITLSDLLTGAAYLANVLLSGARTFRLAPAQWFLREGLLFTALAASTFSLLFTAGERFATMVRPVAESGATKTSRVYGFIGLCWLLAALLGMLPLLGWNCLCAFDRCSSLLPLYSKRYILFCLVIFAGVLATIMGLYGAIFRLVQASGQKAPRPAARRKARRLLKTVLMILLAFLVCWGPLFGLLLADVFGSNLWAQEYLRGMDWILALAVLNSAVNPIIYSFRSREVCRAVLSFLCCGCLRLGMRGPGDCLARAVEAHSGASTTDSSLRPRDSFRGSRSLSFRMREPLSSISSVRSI
# BaF3 parental = parental Ba/F3 cell viability inhibition, counter-screen for JAK2V617F inhibitor project, murine pro-B, CellTiter-Glo luminescence. CellTiter-Glo ATP luminescence. inhibition, % at 5.6 µM. hit rate 1.1% among 220,000;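 active = inhibition above a per-campaign cutoff, the mean inhibition of all tested compounds plus 3 SD, cut at about 27% in these data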;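 note: 0% = DMSO wells and 100% = JAK Inhibitor I control wells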
# PERK inh = block of dimerizer-induced PERK translation repression, primary screen, PERK inhibitor project, CHO PERK-DD cells, SEAP luminescence, HTS. hit rate 0.17% among 220,000. Eukaryotic translation initiation factor 2-alpha kinase 3 (Homo sapiens), Q9NZJ5. inhibition, % at 5.6 µM. AID 1416, 2008. CHO PERK-DD fusion, SEAP luminescence translation reporter;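 active = inhibition above the mean inhibition of all tested compounds plus 3 SD, set separately per screening campaign, cut at about 2.9% in these data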;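 note: PERK kinase domain activated by AP20187 dimerizer at 100 nM; 0% = DMSO with dimerizer and 100% = rapamycin at 8.4 µM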
# S1P4 antagonist = S1P4 receptor antagonists, primary screen, cell-based | Sphingosine 1-phosphate receptor 4 (Homo sapiens), O95977 | S1P4-expressing cells, antagonist mode, reporter read-out | hit rate 0.26% among 220,000 | inhibition, % at 4.98 µM | AID 1510, 2009; in the data active = inhibition above about 29%;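 note: 0% = wells stimulated with agonist and 100% = vehicle wells without agonist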
# Ba/F3 V617F tox = reduced viability of JAK2V617F-dependent Ba/F3 cells, primary screen, JAK2V617F inhibitor project, cell-based, Ba/F3 EpoR-JAK2V617F, luminescence. inhibition, % at 5.6 µM. hit rate 1.1% among 220,000. AID 1446, 2008. ATP luminescence;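 active = inhibition above the campaign mean plus 3 SD over all tested compounds, cut at about 24% in these data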;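 note: cytokine-independent growth of Ba/F3 cells driven by EpoR plus mutant JAK2; 0% = DMSO-treated cells and 100% = JAK inhibitor I control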
# TRPN1 ag = zebrafish TRPN1 channel agonists, primary screen, cell-based, HEK293, calcium fluorescence; transient receptor potential cation channel N1 (TRPN1/NompC), Danio rerio; HEK293 zebrafish TRPN1-YFP, Fluo-8 calcium fluorescence; 100% = response to 87 µM carbachol; AID 1424, 2008; activation, % at 3 µM; hit rate 0.18% among 220,000;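 active = activation above its plate's cutoff, the mean activation of test wells on that plate plus 3 SD, cut at about 19% in these data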;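 note: 0% = DMSO alone and 100% = 87 µM carbachol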
#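 System: zebrafish TRPN1-YFP in HEK293 cells / Dosing: 3 µM single point / Timing: dye loading 1 h at 37 °C, then 30 min room temperature / Signal: Fluo-8 calcium fluorescence, excitation 470-495 nm, emission 515-575 nm / Read-out basis: percent activation from peak over basal fluorescence ratio, control-normalized / Control set: high carbachol 87 µM, low DMSO alone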
# Calpain2 inh = inhibitors of pig calpain II, primary screen, biochemical, fluorogenic peptide substrate, 1536-well; purified calpain II, 30 min; hit rate 0.37% among 220,000; inhibition, % at 16 µM;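 active = inhibition above about 50%, limit read from the data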
# TRPML3 ag = human TRPML3 channel agonists, primary screen, cell-based, HEK293 TRPML3-YFP, Fluo-8 calcium fluorescence, 3 µM; AID 1448, 2008; activation, % at 3 µM; 100% = the carbachol control signal; hit rate 0.29% among 220,000;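 active = activation above its plate's cutoff, the mean activation of the plate's test wells plus 3 SD, cut at about 12% in these data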;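 note: 0% = DMSO only wells and 100% = carbachol wells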
# Target sequence (Q8TDD5 whole entry, looked up): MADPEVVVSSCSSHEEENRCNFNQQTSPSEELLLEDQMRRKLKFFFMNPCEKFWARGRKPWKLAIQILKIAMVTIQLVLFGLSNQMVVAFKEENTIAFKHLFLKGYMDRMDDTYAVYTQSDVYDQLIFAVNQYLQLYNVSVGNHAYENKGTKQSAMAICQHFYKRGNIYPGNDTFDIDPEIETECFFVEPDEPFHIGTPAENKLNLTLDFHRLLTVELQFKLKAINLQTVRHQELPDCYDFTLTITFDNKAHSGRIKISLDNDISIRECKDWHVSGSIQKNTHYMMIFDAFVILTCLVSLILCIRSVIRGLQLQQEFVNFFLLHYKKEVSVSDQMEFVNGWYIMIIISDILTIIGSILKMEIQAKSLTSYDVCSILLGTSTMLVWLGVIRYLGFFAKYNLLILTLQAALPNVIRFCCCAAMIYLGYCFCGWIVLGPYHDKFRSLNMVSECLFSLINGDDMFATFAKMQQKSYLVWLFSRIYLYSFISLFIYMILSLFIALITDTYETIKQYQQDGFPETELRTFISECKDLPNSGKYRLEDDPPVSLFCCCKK
#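 Test system – HEK293 line with stable expression of human TRPML3-YFP channel · Control set – carbachol 87 µM final as high control (100%), DMSO as low control (0%) · Signal – Fluo-8 calcium dye fluorescence, ex 470-495, em 515-575 nm · Incubation – 1-h 37 °C dye load, 5-s basal, 120-s post-compound reads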
# EP2 mod = EP2 receptor modulators, cAMP readout, primary screen, cell-based, HTRF cAMP, PGE2 stimulation. EP2-expressing cells, cAMP HTRF FRET, PGE2 co-stimulation. induction, % at 25 µM. hit rate 0.83% among 260,000. AID 940, 2007;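 active = compounds whose cAMP rise, as percent of the full-agonist control response, exceeds 60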;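 note: rat C6 glioma line stably carrying human EP2 under a CMV promoter; the protocol text gives 20 µM as final concentration; 100% = response of wells given 1 µM PGE2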
# Starred values were filed as active, the others as inactive; i = inactive; & = joins results of further samples. Hits appear at their usual frequency; overall some 3.6% were active at least once.
SMILES,S1P4 agonist,BaF3 parental,PERK inh,S1P4 antagonist,Ba/F3 V617F tox,TRPN1 ag,Calpain2 inh,TRPML3 ag,EP2 mod
Cc1cc(NS(=O)(=O)c2ccc(Nc3nc(-c4sc(NC(=O)c5ccccc5)nc4C)cs3)cc2)no1,-4.4,5,0.1,-2,0,-0.4,11,2.4,-8
O=C(O)c1cc(S(=O)(=O)N2CCCCC2)sc1Cl,0.7,2,0.7,-19,-2,1.8,-12,1.0,28
Cc1c(NC(=O)C(C#N)=C2CCCCC2)c(=O)n(-c2ccccc2)n1C,-0.4,3,0.6,-12,-1,-0.1,-16,0.2,-7
Cc1ccc(-c2cc(C(=O)N/N=C\c3cnn(C)c3C)c3ccccc3n2)cc1C,-1.5,7,-1.5,8,0,0.4,-74,-0.1,1
CCOC(=O)COc1c(/C=N\O)cc(Cl)cc1OC,-0.9,0,-0.2,14,1,-1.1,35,-0.2,-14
CCn1c(CN2CCN(C(=O)c3ccco3)CC2)nc2c1c(=O)n(C)c(=O)n2C,-1.6,3,-1.7,1,-3,0.5,-34,-0.1,11
CSc1ccc(C2(O)Cc3cccc[n+]3C2c2ccccc2)cc1 (configuration not stated),3.2,3,0.8,-19,0,-0.9,0,1.7,-15
CCOC(=O)c1cc(C)nc(N2CCCCC2)c1C#N,1.4,2,0.7,0,-5,-2.8,-14,-0.6,8
Clc1ccc2nncn2n1,0.9,-2,0.7,-8,-4,0.8,-6,0.6,3
Cc1ccc(OCC(=O)OC2CCCN(C)C2)cc1 (configuration not stated),0.2,7,1.0,3,1,2.1,2,0.8,2&13
CCCCN(CCCC)S(=O)(=O)c1ccc(NS(=O)(=O)c2ccc(NC(C)=O)cc2)cc1,-0.1,5,-0.1,-10,3,-0.4,-166,0.1,10
COc1cccc(Cn2c(=O)sc3ccccc3c2=O)c1,2.4,0,-0.3,-7,-2,-1.9,34,0.3,32
Cc1ccc(C(C)C)c(OCC(=O)Nn2c(C)nc3ccccc3c2=O)c1,-0.4,3,-0.6,-12,-2,-0.3,14,0.1,1
COc1ccc(-c2cc(CCCC(=O)N3CCN(c4ccc(OC)cc4)CC3)no2)cc1,1.3,7,0.4,0,0,1.8,-37,1.4,2
CCCn1nnc(NC(=O)C(c2ccccc2)c2ccccc2)n1,-0.4,5,-0.1,-33,5,-1.2,-21,-0.6,-11
C=CCn1c(SCC(=O)NC(=O)NCCC)nnc1C1CCCCC1,-0.5,-1,0.4,-2,-5,-0.9,4,0.0,20
Cc1sc2ncnc(NCC3CCCO3)c2c1C (configuration not stated),0.8,4,-0.9,-19,2,2.6,4,1.6,-10&-9
COC(=O)/C(=C/c1c[nH]c2ccccc12)NC(C)=O,0.4,8,0.5,3,-1,2.2,3,1.2,-15
Cc1ccc([N+](=O)[O-])cc1NC(=O)c1ccc2c(c1)OCO2,0.2,6,1.2,-1,-2,0.5,-1,0.6,-22
Cc1nnc(SCC(=O)Nc2ccc(S(=O)(=O)N3CCCC3)cc2)n1N,-0.4,6,-0.2,-1,-2,1.3,18,0.3,11
CCc1nnc(NC(=O)c2cnccn2)s1,-0.3,6,1.7,-13,0,-0.2,10,1.2,14
CC(C)NCC(O)COCCOc1ccc(Br)cc1 (configuration not stated),0.6,4,-0.5,8,2,0.1,-8,0.2,-26
CCn1c(=O)cc(SCC(=O)N2CCN(c3ccccc3OC)CC2)c2ccccc21,0.8,7,0.0,-8,0,2.0,-2,-1.0,24
O=c1c[n+]([O-])c2ccccc2n1OCc1c(F)cccc1F,-0.4,4,0.1,-6,2,-0.8,17,0.0,58
O=C(N/N=C/c1cc([N+](=O)[O-])ccc1N1CCNCC1)c1ccc([N+](=O)[O-])cc1,-0.7,1,-0.6,0,-1,0.2,12,0.9,-9
COc1ccc(C(=O)OCC(=O)c2ccc(C)c(S(=O)(=O)N3CCOCC3)c2)cc1OC,-0.1,-2,-1.2,-15,-6,8.2,8,2.9,-22
CN(CC(=O)Nc1cc(S(=O)(=O)N2CCCC2)ccc1Cl)Cc1cccs1,-0.6,0,-1.1,-13,-1,2.3,17,0.8,7
O=C(COc1cccc(Cl)c1)N/N=C\c1cc2ccccc2nc1Cl,0.9,7,0.2,-25,-1,1.3,-55,0.8,-2
CN(Cc1ccc2nonc2c1)Cc1nc(Cc2cccc(F)c2)no1,-0.1,0,2.1,4,-2,-2.9,11,-0.9,-29
CCC(/C=N/NC(=O)C(=O)N/N=C/C(CC)CC)CC,-0.1,2,0.7,-15,-2,0.4,4,0.6,-4
O=c1cc(NCCc2ccccc2)c2ccccc2o1,1.3,5,0.5,-10,-2,2.9,-27,1.9,-31
CCCOP(=O)(c1ccc(N(C)C)cc1)C(O)c1cc(OC)c(OC)c(OC)c1 (configuration not stated),0.2,2,0.5,-5,-3,-0.3,-20,0.6,26
N#Cc1ccc(Oc2ccc(NC(=O)C3CC=CCC3C(=O)O)cc2)cc1 (configuration not stated),1.6,7,0.7,-7,-1,1.2,-27,0.7,31
CCOC(=O)COc1nc(Nc2ccccc2C)nc(N(C)C)n1,0.1,1,0.0,-17,-1,-0.4,3,0.3,31
NC(=O)NC(Cc1ccccc1)C(=O)O (configuration not stated),-0.6,6,1.2,-8,-2,1.3,-14,0.7,22
CCn1c(-c2cc3ccccc3cc2O)n[nH]c1=S,2.8,5,-1.0,-16,6,-1.2,i,-0.1,-5
Cc1ccc(N=Cc2c(O)[nH]c3ccccc23)c([N+](=O)[O-])c1,-0.6,2,0.6,-13,1,0.4,22,0.4,-28
CCOc1cc(C2NC(=O)NC(c3ccccc3)=C2C(=O)c2ccccc2)c(Br)cc1OCC(=O)O (configuration not stated),2.3,1,-0.2,-14,-4,1.2,-26,0.5,16
COc1ccc(/C(O)=C2/C(=O)C(=O)N(CCCN(C)C)C2c2ccccc2)cc1OC (configuration not stated),0.6,0,0.2,-15,-3,1.1,3,0.9,44
C/C(=C\c1ccccc1)C(=O)N1CCN(c2cccc(C(F)(F)F)c2)CC1,0.7,0,1.3,-10,-5,-1.8,17,0.0,-55
COCCNC(=O)CCc1nc(-c2ccccc2)no1,-3.1,9,0.9,-3,2,-0.4,-3,1.0,5
CCOC(=O)c1nn(-c2ccccc2)cc1O,0.3,-4,1.6,-22,-1,1.6,-31,-0.1,22
O=C(COC(=O)Cc1ccc(S(=O)(=O)N2CCOCC2)s1)NCc1ccccc1,1.8,3,0.3,-1,1,0.3,-55,0.9,1
COc1cc(-c2n[nH]c(=S)n2/N=C/c2cccn2C)cc(OC)c1OC,1.0,-3,0.6,-6,0,64*,-3,35*,-13
c1ccc(-c2nn3nnnc3c3ccccc23)cc1,2.0,4,0.9,4,-2,-1.2,3,0.2,6
Cc1ccc(S(=O)(=O)CC(=O)c2cc(C)c(O)c(C)c2)cc1,0.4,2,-0.5,-2,2,0.3,11,-0.2,10
O=C(NCCc1ccc(Cl)cc1)C1CCN(S(=O)(=O)c2ccc(-n3cnnn3)cc2)CC1,1.6,-1,-0.9,12,-3,1.5,38,1.4,-45
Cc1nc(N/N=C/c2ccccc2)nc(N(C)c2ccccc2)c1[N+](=O)[O-],1.6,5,-0.8,5,-1,-3.4,-6,0.6,35
COc1cc(NC(=O)c2cc(-c3cccs3)on2)cc(OC)c1OC,0.1,3,-0.1,18,-1,0.4,5,-0.3,-25
O=C(Nc1ccc2c(c1)OCCO2)c1ccc(Cl)c(S(=O)(=O)N2CCCCC2)c1,0.3,0,-0.6,-31,-3,2.2,-29,1.1,-28
N#C/C(=N\O)c1nc2ccccc2s1,-1.0,-3,0.8,7,5,1.1,19,0.5,-27
CCOC(=O)C(=Nc1ccc(Cl)cc1)NO,-0.6,5,0.8,-18,-2,1.8,-8,0.1,27
CN1CCN(C(=S)c2ccc(-c3cc(Cl)ccc3Cl)o2)CC1,4.2,-4,-1.2,-4,-1,-1.2,15,-0.1,24
O=C(NC(C(=O)N/N=C/c1ccccn1)c1n[nH]c(=O)c2ccccc12)c1ccccc1 (configuration not stated),2.8,1,0.7,-10,-3,0.8,-13,0.6,7
O=[N+]([O-])c1ccc(Sc2nnnn2-c2ccccc2)c(Cl)c1,1.5,0,0.2,5,-3,-1.4,20,-0.3,14
COc1ccc(CC(=O)NCc2nn(-c3ccccc3)nc2C)cc1OC,0.2,-2,0.2,0,-1,0.8,6,-0.2,-26
CCSC1=NCCN1S(=O)(=O)c1ccc2ccccc2c1,0.7,11,1.1,3,2,-2.8,16,-0.2,-85
Clc1ccc(N2CCN(c3nc4nonc4nc3N3CCSCC3)CC2)nc1,-0.9,0,0.9,10,-1,-1.2,-80,0.5,10
O=C(O)C1CN(C(=O)c2cccc(Br)c2)C1,1.8,6,2.5,3,0,1.6,10,0.9,16
COc1ccc2nc(NC(=O)C(NS(=O)(=O)c3cccc4nsnc34)C(C)C)sc2c1 (configuration not stated),0.2,3,0.9,-9,-6,-1.2,-31,-0.7,0
# (listing goes on)
SMILES,S1P4 agonist,BaF3 parental,PERK inh,S1P4 antagonist,Ba/F3 V617F tox,TRPN1 ag,Calpain2 inh,TRPML3 ag,EP2 mod
C/C(=N\NC(=O)c1c[nH]c2ccccc12)c1ccc2c(c1)OCO2,1.2,4,1.2,1,-2,0.1,1,0.5,-50
CCOC(=O)c1c(NC(=O)C2CC2)sc(C)c1CC,0.6,4,0.1,-13,-3,0.1,3,-0.3,36
Cc1cc(C)n(CCNc2nc3nonc3nc2N2CCCCC2)n1,1.1,-4,0.5,-17,-2,-0.7,5,-0.2,23
Cc1ccc(-c2nn3c(C)nnc3s2)cc1NC(=O)CSc1ccc(Cl)cc1,1.1,4,-0.2,-34,3,1.7,7,0.4,0
Cc1c(C)c(C)c(CN2CCSCC2)c(C)c1C,1.1,0,1.5,-4,-1,0.1,-18,0.9,-3
COc1cc(/C=C/C(=O)c2ccc(C)c([N+](=O)[O-])c2)cc(OC)c1O,0.6,6,-0.2,-7,-3,1.2,12,0.3,-6
Cc1[nH]n(-c2ccccc2)c(=O)c1/C=C1\C=NN=C1c1ccccc1,1.2,1,-0.4,9,-1,1.4,-25,0.1,-20
COc1ccc(N(CCCN2C(=O)c3cccc4cccc(c34)C2=O)C(=O)c2cccs2)cc1,1.7,5,1.3,-5,-2,0.0,-32,0.0,32
Cc1cc(C(=O)NNC(=O)c2cccc(C(F)(F)F)c2)no1,-0.2,1,1.1,11,-2,6.7,9,0.7,-31

# Individual results from the entries so far:
# CCCCN(CCCC)S(=O)(=O)c1ccc(NS(=O)(=O)c2ccc(NC(C)=O)cc2)cc1 @ PERK inh = -0.1
# Cc1ccc(S(=O)(=O)CC(=O)c2cc(C)c(O)c(C)c2)cc1 @ TRPN1 ag = 0.3
